Assay outcomes (PubChem BioAssay)
TDP2 inh: human TDP2 enzyme inhibitors, primary screen, biochemical, epi absorbance, recombinant enzyme; Tyrosyl-DNA phosphodiesterase 2 (Homo sapiens), O95551; inhibition, % at 12.8 µM; 370,000 compounds, 0.34% hits; T5PNP hydrolysis, p-nitrophenol absorbance 415 nm;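 active = inhibition above the mean of all tested compounds plus 3 SD, set per campaign, cut at about 25% in these data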;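 note: 0% = DMSO with enzyme and 100% = buffer with substrate but no TDP2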
Target sequence (O95551 whole entry, looked up): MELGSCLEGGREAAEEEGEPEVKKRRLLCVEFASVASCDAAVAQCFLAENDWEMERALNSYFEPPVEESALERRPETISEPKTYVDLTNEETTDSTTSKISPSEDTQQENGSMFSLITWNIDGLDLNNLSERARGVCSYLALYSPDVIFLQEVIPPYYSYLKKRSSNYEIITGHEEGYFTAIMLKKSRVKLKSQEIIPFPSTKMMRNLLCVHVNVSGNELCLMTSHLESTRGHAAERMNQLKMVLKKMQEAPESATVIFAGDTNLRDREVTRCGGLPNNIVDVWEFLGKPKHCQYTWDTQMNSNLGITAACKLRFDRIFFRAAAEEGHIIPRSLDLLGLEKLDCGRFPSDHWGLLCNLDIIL
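System – recombinant human TDP2 · Quantity – TDP2 enzyme at 120 nM final · Doses – single concentration, 12.8 µM nominal, with 1% DMSO · Incubation – 2 h at 37 °C · Measured by – epi absorbance of p-nitrophenol freed from T5PNP by hydrolysis · Read-out – % inhibition relative to enzyme-containing and enzyme-free wells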
UHRF1 binding: UHRF1 methylated DNA binding inhibitors, primary screen, counter-screen for MBD2 inhibitor project, biochemical, TR-FRET, human UHRF1, single concentration. inhibition, % at 4.4 µM. 370,000 compounds, 0.75% hits. UHRF1 binding to methylated oligo; in the data active = inhibition above about 21%;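 note: UHRF1 SRA domain binding a hemimethylated CpG hairpin DNA probe; 0% = median of test compound wells and 100% = reference inhibitor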
PG9 Ab binder: binders of HIV-1 gp120 antibody PG9, primary screen, biochemical, TR-FRET; HIV-1 gp120 / PG9 antibody interaction; TR-FRET gp120-PG9 antibody binding; inhibition, % at 6.7 µM; 360,000 compounds, 0.43% hits; AID 624416, 2012; in the data active = inhibition above about 8.5%
LEDGF integ inh: blockers of LEDGF/p75-dependent integrase strand transfer – biochemical, TR-FRET, high throughput, primary screen. HIV-1 integrase (with human LEDGF/p75). TR-FRET IN-LEDGF/p75 DNA integration, Eu/Cy5. inhibition, % at 3.7 µM. 370,000 compounds, 0.64% hits;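 active = inhibition above the screen-wide mean plus 3 SD, cut at about 13% in these data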;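 note: signal is the Cy5 over europium emission ratio at 671 and 618 nm; 0% = plate median of compound wells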
TCR-CD3 inh: inhibitors of human TCR-CD3 interaction, primary screen, biochemical, fluorescence, TAMRA-labeled TCR probe | 360,000 compounds, 0.37% hits | inhibition, % at 9.4 µM | AID 651800, 2012; in the data active = inhibition above about 19%;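 note: recombinant mutant TCR 2C K166C tagged with TAMRA read by polarization; 0% = receptor in buffer alone and 100% = receptor with positive control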
DDE Tn7 FP inh: inhibitors of Tn7 peptide binding to fibrin DD(E), primary screen, biochemical, fluorescence polarization, human fibrin, Tn7 probe; FP displacement of FITC-Tn7 peptide from fibrin DD(E); 0% = median of compound wells per plate; inhibition, % at 8.3 µM; AID 720508, 2013; 370,000 compounds, 0.13% hits; Fibrinogen beta chain (Homo sapiens), P02675;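 active = inhibition above the mean of compounds falling within the control limits plus 3 SD of them, cut at about 14% in these data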;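 note: 0% = plate median of compound wells and 100% = 10 µM Aha-Tn7 peptide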
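System: human fibrin DD(E); quantity: Fibrin-DD(E) at 2 µM final; also added: fluorescent Tn7 probe at 0.1 µM; compound dosing: single nominal test concentration of 8.3 µM per compound; schedule: 10 min preincubation, 3 h with tracer, room temperature; detection: fluorescence polarization of the labelled Tn7 tracer; repeats: one replicate per compound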
HTRA1 inh: HTRA1 serine protease inhibitors, primary screen, biochemical, fluorescence polarization, HTS; Q92743; recombinant HTRA1, FP-rhodamine activity-based probe; inhibition, % at 5.96 µM; 340,000 compounds, 0.5% hits; AID 504803, 2011; in the data active = inhibition above about 36%;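 note: 0% = enzyme with DMSO and 100% = wells lacking enzyme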
Target sequence (Q92743 whole entry, looked up): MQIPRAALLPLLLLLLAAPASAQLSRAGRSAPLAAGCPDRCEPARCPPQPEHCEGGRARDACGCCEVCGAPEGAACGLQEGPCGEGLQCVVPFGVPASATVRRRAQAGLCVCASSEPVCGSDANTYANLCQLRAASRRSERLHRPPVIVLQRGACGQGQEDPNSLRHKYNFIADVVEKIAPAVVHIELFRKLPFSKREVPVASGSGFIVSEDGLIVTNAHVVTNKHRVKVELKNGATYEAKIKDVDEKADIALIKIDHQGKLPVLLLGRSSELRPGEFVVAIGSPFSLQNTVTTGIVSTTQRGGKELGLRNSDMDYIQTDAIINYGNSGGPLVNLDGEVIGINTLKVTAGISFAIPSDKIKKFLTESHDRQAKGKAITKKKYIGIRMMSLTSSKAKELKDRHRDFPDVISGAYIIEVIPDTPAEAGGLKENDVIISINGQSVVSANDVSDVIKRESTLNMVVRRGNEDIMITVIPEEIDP
PRMT1 FP inh: PRMT1 methyltransferase inhibitors, primary screen, biochemical, fluorescence polarization; inhibition, % at 2.79 µM; AID 652257, 2013; recombinant PRMT1, activity-based probe fluorescence polarization; 370,000 compounds, 1.3% hits;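 active = inhibition above about 21% made by adding two undisclosed values, limit read from the data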
mABHD4 FP: ABHD4 inhibitors, primary screen, biochemical, fluorescence polarization, mouse; 370,000 compounds, 0.54% hits; inhibition, % at 8.92 µM; purified mABHD4, FP-Rh probe fluorescence polarization;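 active = inhibition exceeding the mean over every tested compound plus 3 SD, cut at about 30% in these data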;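 note: 0% = plate median of compound wells and 100% = S159A mutant with DMSO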
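system = mouse ABHD4 enzyme, wild type | medium = HEPES pH 7.0, NaCl, Pluronic buffer | also added = FP-Rh probe | incubation = Enzyme–compound pre-incubation 45 min, then probe 60 min, both 25 °C | technique = fluorescence polarization, excitation 525 nm, emission 598 nm, BODIPY TMR filters | controls = S159A mutant high control, sample median low control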
SIAE primary: human SIAE inhibitors, primary screen, biochemical, fluorescence polarization, FP-Rh probe, 1536-well HTS. 370,000 compounds, 0.69% hits. inhibition, % at 9.66 µM. SIAE FP-Rh probe binding. AID 1053197, 2014. Sialate O-acetylesterase (Homo sapiens), Q9HAT2;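 active = inhibition above a cutoff: mean of compounds within the control limits plus 3 SD of those, cut at about 17% in these data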;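 note: 0% = plate median of compound wells and 100% = probe without SIAE protein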
Starred values were filed as active, the others as inactive; / = no result given. Hits appear at their usual frequency; any-hit rate near 4.2%.

Short forms: A = TDP2 inh; B = UHRF1 binding; C = PG9 Ab binder; D = LEDGF integ inh; E = TCR-CD3 inh; F = DDE Tn7 FP inh; G = HTRA1 inh; H = PRMT1 FP inh; I = mABHD4 FP; J = SIAE primary
CCn1c(SCc2nc(-c3ccccc3)no2)nc2ccccc21
  A: -8; B: -1; C: 1.3; D: 3; E: -8; F: -2; G: -17; H: 4; I: -15; J: -5
COc1ccccc1C(O)c1ncc(-c2cccc(C(F)(F)F)c2)[nH]1 (centres undefined)
  A: 2; B: 1; C: 0.1; D: -3; E: -1; F: 6; G: /; H: 1; I: -3; J: -5
CC(C)(C)C(=O)NC(CC(=O)O)c1ccccc1 (centres undefined)
  A: -2; B: 0; C: -2.0; D: -4; E: 7; F: -1; G: 8; H: -2; I: -1; J: 1
CCCOc1ccc(C(=O)CCN2CCN(C(=O)OCC)CC2)cc1
  A: -8; B: 1; C: -0.8; D: 4; E: 5; F: 0; G: -6; H: 19; I: 1; J: 4
O=C(NCCCN1CCC(Cc2ccccc2)CC1)c1ccc(CS(=O)c2ccccc2Cl)o1 (centres undefined)
  A: -3; B: 0; C: -1.7; D: -2; E: 9; F: 12; G: 3; H: -2; I: 5; J: 10
Cc1ccc(NC(=O)C2C3C=CC4(O3)C2C(=O)N(CCCN2CCOCC2)C4C(=O)NC2CCCCC2)cc1Cl (centres undefined)
  A: 0; B: 1; C: -2.5; D: -2; E: 0; F: -1; G: 3; H: 1; I: -4; J: 0
Cc1ccc(OCCCC(=O)Nc2nnc(C3CCCO3)s2)c(C)c1 (centres undefined)
  A: -8; B: 2; C: 0.4; D: 3; E: 7; F: -9; G: -5; H: 0; I: 0; J: -8
Cc1ccc(S(=O)(=O)NCC(=O)OCC(=O)N2N=C(c3ccc(Cl)cc3)CC2c2ccco2)cc1C (centres undefined)
  A: 6; B: -2; C: 1.5; D: 2; E: -5; F: 0; G: -9; H: -2; I: -16; J: -6
CC(CN1CCCCC1)OC(=O)Cc1ccc(Cl)cc1 (centres undefined)
  A: 11; B: 0; C: -0.8; D: 0; E: 9; F: 0; G: 3; H: 1; I: 3; J: -1
O=C(COC(=O)C1CC(=O)N(Cc2ccccc2)C1)Nc1cccc([N+](=O)[O-])c1 (centres undefined)
  A: 3; B: -2; C: 0.3; D: -2; E: -5; F: -5; G: 4; H: 1; I: 7; J: 4
CCOc1ccc(C(=O)N2CCN(c3cccc(C)c3C)CC2)cc1
  A: 0; B: 0; C: 1.4; D: -1; E: 8; F: 2; G: -27; H: 1; I: 1; J: 11
Cc1ccc(C(=O)N2CCN(S(=O)(=O)c3ccc(C)cc3)CC2)cc1
  A: -15; B: 5; C: -1.5; D: -7; E: 1; F: -1; G: 2; H: 2; I: 0; J: -3
O=S(=O)(/N=C(/Nc1cccc2ccccc12)c1ccccc1)c1ccccc1
  A: -8; B: 0; C: -1.1; D: 2; E: -3; F: 0; G: -15; H: 2; I: 3; J: 6
C[C@@H]1CN([C@@H](C)CO)C(=O)c2cc(NC(=O)C3CCCCC3)ccc2O[C@@H](C)CCCCO[C@@H]1CN(C)C(=O)CCCN(C)C
  A: -4; B: 4; C: -1.6; D: 2; E: 3; F: -10; G: 2; H: -5; I: -2; J: -2
COc1ccc(-n2c(=O)c(CCC(=O)N(C)Cc3ccccc3C)nc3ccccc32)cc1
  A: 2; B: -1; C: 0.7; D: 1; E: -18; F: 3; G: -30; H: -1; I: -28; J: -29
Cc1cccc(Nc2nnc(SCC(=O)Nc3cccc(S(=O)(=O)N4CCCCC4)c3)s2)c1
  A: -4; B: 1; C: -0.8; D: -4; E: 1; F: 7; G: -52; H: 0; I: -42; J: -17
CNC(=S)N/N=C/c1ccc(C(C)C)cc1
  A: 14; B: 12; C: -3.0; D: 3; E: -2; F: -9; G: -7; H: 0; I: 2; J: 5
COc1cccc(Nc2nnc(SCC3CCCCO3)s2)c1 (centres undefined)
  A: 0; B: -1; C: 0.6; D: 2; E: 6; F: -1; G: -12; H: -1; I: -3; J: -7
CCC1CCC(NC(=O)Nc2cccc(OC)c2)CC1 (centres undefined)
  A: -4; B: 1; C: -2.6; D: 0; E: 7; F: -3; G: -8; H: 2; I: -3; J: 0
O=c1oc2ccccc2c(O)c1C=Nc1cccnc1
  A: -6; B: -1; C: -0.5; D: 1; E: 4; F: 1; G: 2; H: 0; I: -2; J: -8
Nn1cnc2c([nH]c3ccccc32)c1=O
  A: 1; B: 6; C: 1.6; D: -4; E: 1; F: -3; G: -1; H: 4; I: 4; J: -4
COCCCN1C(=O)[C@H](CC(=O)N2CCN(C(=O)c3ccco3)CC2)[C@]2(C(=O)OC)CCCCC=C12
  A: -6; B: 5; C: /; D: 0; E: /; F: -3; G: /; H: -3; I: -4; J: 1
O=C1COc2ccc(S(=O)(=O)N3CCN(c4cccc(Cl)c4)CC3)cc2N1
  A: 16; B: 0; C: 0.9; D: 3; E: 3; F: -4; G: -3; H: 4; I: 2; J: -10
Cc1ccccc1SCC(=O)NCCCn1ccnc1
  A: -9; B: 2; C: 1.3; D: 5; E: -1; F: -6; G: 6; H: -1; I: 1; J: 5
Oc1ccc(C[C@H]2CN([C@@H](Cc3ccccc3)CN3CCC[C@@H]3CN3C(=S)NC[C@@H]3Cc3ccccc3)C(=S)N2CC2CCCCC2)cc1
  A: -7; B: 0; C: 1.5; D: 0; E: -3; F: -10; G: /; H: 0; I: -4; J: -8
CCCCCCC1CCC(c2nc(-c3ccncc3)no2)CC1 (centres undefined)
  A: 7; B: 0; C: -1.0; D: -3; E: 5; F: 8; G: 5; H: -4; I: 2; J: 0
COc1cccc(-c2cc(C(=O)NC3CCCCC3)no2)c1
  A: 6; B: 1; C: -1.0; D: 4; E: 9; F: 2; G: -14; H: 1; I: -1; J: 0
COc1cccc(NC(=O)N(Cc2cc3cc(C)cc(C)c3[nH]c2=O)CC2COCCO2)c1 (centres undefined)
  A: -8; B: 2; C: -0.2; D: 0; E: -5; F: -5; G: 1; H: -3; I: -2; J: 0
Cc1ccc(S(=O)(=O)N2CCCCC2)cc1C(=O)N(C)CC(=O)Nc1ccc(Cl)c(C(F)(F)F)c1
  A: 7; B: -1; C: 1.1; D: -1; E: 6; F: 10; G: -42; H: 3; I: -2; J: -5
COc1ccc(Cn2c(=O)n(Cc3ccco3)c(=N)c3c4c(sc32)COC(C)(C)C4)cc1
  A: -2; B: 3; C: 0.7; D: -4; E: 0; F: -4; G: -33; H: 2; I: 2; J: -7
Cc1c(NC(=O)COC(=O)C2CC3C=CC2C3)c(=O)n(-c2ccccc2)n1C (centres undefined)
  A: 9; B: -1; C: 1.0; D: 2; E: 0; F: -3; G: 3; H: -3; I: 1; J: -1
COc1ccc(NC(=O)N(CCCN(C)C)Cc2cc3cc(OC)ccc3[nH]c2=O)cc1
  A: -9; B: 4; C: -0.1; D: 1; E: -5; F: -2; G: -1; H: 2; I: 2; J: -1
COc1cc2c(cc1OC)CN(CC(=O)Nc1ccccc1SC)CC2
  A: 3; B: 1; C: -0.9; D: 2; E: -5; F: 1; G: -8; H: 0; I: 3; J: 12
C=CCN1[C@@H](Cc2ccccc2)COc2cc(N3CCSCC3)ccc2S1(=O)=O
  A: -3; B: -3; C: 0.2; D: 1; E: 1; F: 8; G: /; H: -1; I: -2; J: 2
O=C(CN(Cc1ccco1)C(=O)c1cc(=O)[nH]c2ccccc12)Nc1ccccc1Br
  A: -11; B: 0; C: -0.2; D: 7; E: -6; F: 4; G: 2; H: 5; I: -9; J: 12
CC(=O)N1CCN(c2ccccc2NC(=O)c2ccc3ccccc3c2)CC1
  A: -11; B: 2; C: -1.1; D: -2; E: 2; F: 1; G: -7; H: 1; I: 3; J: 2
CC(C)C[C@H]1CN(CCCC[C@@H]2CNC(=O)C(=O)N2Cc2ccccc2)C(=O)C(=O)N1Cc1ccccc1
  A: -1; B: -2; C: -0.6; D: -4; E: 0; F: -3; G: /; H: 2; I: 4; J: 3
O=C(N/N=C/c1ccco1)c1ccc(N2CCCC2=O)cc1
  A: -4; B: 0; C: 0.0; D: 2; E: 2; F: 1; G: 6; H: 0; I: -3; J: 1
CC[n+]1c(/C=C2\Sc3ccccc3N2C)ccc2cccc(C)c21
  A: -3; B: -46; C: -16; D: -5; E: -3; F: -24; G: -13; H: 2; I: -40; J: -33
Cc1ccc(-n2c(C)cc(/C=N/NC(=O)c3ccncc3)c2C)c(C)c1
  A: 9; B: -3; C: 0.5; D: 1; E: -1; F: 3; G: 5; H: -5; I: 1; J: 13
Cc1[nH]c2ccc(-c3nnc(SCC(=O)NCc4ccco4)n3Cc3ccccc3)cc2c1C
  A: 6; B: 0; C: 2.4; D: 2; E: -1; F: 2; G: -13; H: 5; I: -5; J: 1
O=C(CCCc1cccs1)N1CCN(S(=O)(=O)c2ccccc2Br)CC1
  A: -20; B: 2; C: 1.1; D: -1; E: -5; F: 7; G: 0; H: 3; I: -16; J: -4
CN(C)c1ccc(C(=O)/C=C/c2ccco2)cc1
  A: 5; B: -4; C: -2.3; D: 8; E: 2; F: 3; G: 4; H: 19; I: 8; J: 10
CC(C)NS(=O)(=O)c1ccc(CCC(=O)N2CCc3ccccc3C2)cc1
  A: 1; B: 1; C: -0.4; D: 3; E: 3; F: 1; G: 2; H: -3; I: 4; J: 1
CCOC(=O)N1CCN(C(=O)CSc2ccc(-c3ccncc3)nn2)CC1
  A: 0; B: -1; C: -1.5; D: -1; E: 0; F: -7; G: 2; H: -1; I: -3; J: 0
CSc1ccccc1NC(=O)COC(=O)CSc1ccc(C)cc1
  A: -8; B: 5; C: -0.8; D: 2; E: 7; F: -7; G: 13; H: 0; I: -1; J: -8
CNc1nnc(-c2cc3cc(Cl)ccc3oc2=O)s1
  A: -13; B: -2; C: -3.0; D: 1; E: -3; F: -5; G: -8; H: 0; I: 2; J: -7

Two of these compounds, reformatted:
Structure,TDP2 inh,UHRF1 binding,PG9 Ab binder,LEDGF integ inh,TCR-CD3 inh,DDE Tn7 FP inh,HTRA1 inh,PRMT1 FP inh,mABHD4 FP,SIAE primary
CSc1ccccc1NC(=O)COC(=O)CSc1ccc(C)cc1,-8,5,-0.8,2,7,-7,13,0,-1,-8
CNc1nnc(-c2cc3cc(Cl)ccc3oc2=O)s1,-13,-2,-3.0,1,-3,-5,-8,0,2,-7
